Bioassay records from PubChem BioAssay.
Nrf2 activator: qHTS of Nrf2 Activators; AREc32 ARE-luciferase reporter (MCF7-derived line), luminescence, 24 h; Potency, µM (top dose mostly 46.1 µM), for inactives: top-dose activation, usual class: activators; actives 0.31% (n = 410,000); AID 624171, 2012; further: potency means the concentration at half of the fitted maximal effect; % of control where 0% means no effect; nearly all actives have a fitted effect of over 65% in size
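Steps: seed AREc32_Fluc cells (1000/well, 5% FBS OPTI-MEM); incubate overnight at 37 deg C; add 23 nL compound; incubate 24 hr; add Steady-Glo; hold 30 min RT; read luminescence.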
HepG2 viability: qHTS for Inhibitors of TGF-b: Cytotox Counterscreen; AID 588856, 2011; Potency, µM (top dose mostly 46.1 µM), inactives show at the top dose activity change, negative = cytotoxicity, hits mostly cytotoxic; actives 0.76% (n = 410,000); HepG2 CAGA-GFP viability, ATP luminescence, 18 h; further: potency means the concentration at half of the fitted maximal effect; some results filed as inactive show a strong effect at the top dose
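HepG2 CAGA-GFP cells (1000/well, DMEM with 1% FBS) received compound, then TGF-beta at 500 pg/mL final, and were incubated 18 hours at 37 degrees C. Viability was read by CellTiter-Glo luminescence. Media-only wells were set as complete cell-killing and DMSO as no toxicity.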
MCF10A rerep: A quantitative high throughput screen for small molecules that induce DNA re-replication in MCF 10a normal breast cells; MCF 10A DNA re-replication, Hoechst nuclear intensity, 48 h; Potency, µM (doses to about 46.1 µM), for inactives: at the top dose activity, positive = re-replication, hits mostly activators; actives 2.9% (n = 350,000); AID 624296, 2012; further: potency means the concentration at half of the fitted maximal effect; % of control where 0% means no effect; nearly all actives have a fitted effect of over 50% in size
S2 tox: Viability Counterscreen for Primary qHTS for Inhibitors of ATXN expression; S2 cells (HEK-293 line with an ATXN2-luciferase reporter) viability, CellTiter-Fluor protease fluorescence, 24 h; Potency, µM (doses to about 56.7 µM), hits mostly cytotoxic; actives 0.49% (n = 400,000); further: potency means the concentration at half of the fitted maximal effect; nearly all actives have a fitted effect of over 40% in size
IL-1B inflam inh: qHTS for Inhibitors of Inflammasome Signaling: IL-1-beta AlphaLISA Primary Screen. actives 4.7% (n = 360,000). THP-1 LPS/ATP IL-1B secretion, AlphaLISA, 16 h; stronger effect = lower value. activity change, % at 57.5 µM. AID 743279, 2014; in the data active means activity change below about -50%; inconclusive means mostly about -30% to -49%; further: on the % scale 0 is the no-effect control and ±100 the full control effect
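Secreted IL-1B measured by AlphaLISA bead assay after 16 h compound exposure of THP-1 cells; compounds (final up to 57.5 uM) added 1 h before LPS (250 ng/mL) and ATP (1.25 mM) stimulation; lower signal means less secretion.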
ATXN2 expr inh: Primary qHTS for Inhibitors of ATXN expression. HEK-293 ATXN2-luciferase reporter, luminescence, 24 h. Potency, µM (highest dose often 57 µM), inactives show top-dose activity change, negative = inhibition, hits mostly inhibitors. actives 0.72% (n = 360,000). AID 1745845, 2022; further: potency means the concentration at half of the fitted maximal effect; on the % scale 0 is the no-effect control and ±100 the full control effect; nearly all actives have a fitted effect of over 55% in size
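ATXN2-luciferase reporter cells (luciferase flanked by upstream and downstream ATXN2 gene portions) were treated 24 h at 37 °C with compounds at up to 57 uM. SteadyGlo luminescence gave expression; GF-AFC fluorescence gave viability.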
A549 tox: Nrf2 qHTS screen for inhibitors: counterscreen for cytotoxicity; A549 ARE-Fluc cells, CellTiter-Fluor viability, 18-24 h; Potency, µM (top dose mostly 46 µM), for inactives: at the highest dose activity change, negative = cytotoxicity, hits mostly inhibitors; actives 0.16% (n = 390,000); AID 504648, 2011; further: potency means the concentration at half of the fitted maximal effect; on the % scale 0 is the no-effect control and ±100 the full control effect
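Cytotoxicity counterscreen: CellTiter-Fluor fluorescence was measured in A549 ARE_Fluc cells after 18-24 h of compound exposure in a concentration series. The subsequent BugLite luminescent read reports ARE-luciferase activity.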
TGFb inhibitor: qHTS for Inhibitors of TGF-b | HepG2 CAGA-GFP TGF-b/SMAD3 reporter, GFP fluorescence, 18 h; TGF-beta stimulated, 500 pg/mL final | Potency, µM (highest dose often 46.1 µM), for the others: at the highest dose activity, negative = inhibition, actives largely listed as inhibitors | actives 1.2% (n = 410,000) | AID 588855, 2011; further: potency means the concentration at half of the fitted maximal effect; on the % scale 0 is the no-effect control and ±100 the full control effect; nearly all actives have a fitted effect of over 65% in size
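Smad-responsive CAGA-GFP expression was quantified in HEPG2 cells exposed to compounds and 500 pg/mL final TGF-beta for 18 h at 37 degrees C; unstimulated wells defined full inhibition.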
Nrf2 block: Nrf2 qHTS screen for inhibitors. AID 504444, 2011. actives 2.1% (n = 360,000). Potency, µM (top dose mostly 46 µM), for the others: at the top dose activity change, negative = inhibition, usual class: inhibitors. A549 ARE-Fluc reporter, luciferase luminescence, 18-24 h; further: potency means the concentration at half of the fitted maximal effect; on the % scale 0 is the no-effect control and ±100 the full control effect; nearly all actives have a fitted effect of over 60% in size
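A549 ARE_Fluc cells (5000/well, 5% FBS OPTI-MEM) pre-incubated 2 h, then treated with compounds 18-24 h at 37C/5% CO2 in concentration-response. CellTiter-Fluor viability read first; BugLite luciferase luminescence after 15 min at room temperature gives Nrf2 activity.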
* = called active by the depositor; i = inactive; ? = inconclusive; · = not tested or not shown; & = joins results of further samples; [ ] = remark or other dose. Unless noted, the call rests on the fitted dose curve; in most records, active means well fitted curve in the direction sought with a large enough effect; inconclusive means small, poorly fitted or top-dose-only effect, or another doubt; inactive means no such curve, though single readings can be large; an effect the other way counts as inactive or inconclusive.

SMILES	Nrf2 activator	HepG2 viability	MCF10A rerep	S2 tox	IL-1B inflam inh	ATXN2 expr inh	A549 tox	TGFb inhibitor	Nrf2 block
CC(N=C1NS(=O)(=O)c2ccccc21)C(=O)N1CCc2ccccc2C1 (stereo not given)	0.5%	69.2%	-3.7%	i	10.4	5.4%	-1.0%	18.8%	2.5%
COc1cccc(NC(=O)COC(=O)CCn2c(C)csc2=O)c1	-0.3%	9.3%	-1.2%	?	11.5	0.5%	0.0%	-2.5%	2.3%
COc1ccc(OC)c(NC(=O)C(=O)NNC(=O)c2cccs2)c1	0.0%	-13.9%	1.2%	i	-5.1	-8.6%	-1.8%	-1.3%	1.0%
CCCOc1ccc(C(=O)N(Cc2cccs2)c2ccc(C)cc2)cc1	5.4%	-29.3%	·	i	·	3.1%	0.3%	-2.3%	?
O=C(Nc1ccccc1)C1=C[C@H](c2ccc(C(F)(F)F)cc2)C[C@H](OCc2ccc(CO)cc2)O1	0.3%	-32.4%	25.9µM*	?	?	?	-6.1%	12.6µM*	-24.4%
Cc1onc(-c2c(Cl)cccc2Cl)c1C(=O)N1CCOCC1	-0.4%	2.8%	3.1%	i	12.5	-3.5%	17.3%	-8.7%	-12.9%
Cc1nn(-c2ccccc2)c(Cl)c1C(=O)Nc1nnc(C2CCCCC2)s1	-0.4%	-21.8%	24.4%	?	?	3.5%	2.5%	1.9%	-15.5%
COc1ccc(C(=O)NC(=S)Nc2ccc([N+](=O)[O-])cc2C)cc1OC	0.3%	-46.4%	12.6%	?	6.2	-27.3%	2.5%	2.7%	?
CNC(=O)Nc1ccc2nc(C)sc2c1	0.0%	0.4%	-8.5%	i	-10.4	6.4%	0.9%	-10.9%	3.9%
O=C(CSc1nnc(-c2cccc(S(=O)(=O)N3CCCC3)c2)n1-c1ccccc1)Nc1ccc(C(=O)O)cc1	0.3%	-14.7%	0.1%	i	12.5	-3.7%	-7.7%	-9.4%	-23.0%
N#CC1c2ccccc2C=CN1C(=O)N(c1ccccc1)c1ccccc1 (stereo not given)	?	11.2µM*	3.26µM*	?	-96.6*	?	?	8.91µM*	?
NC(c1ccc(F)c(F)c1)c1nc(-c2cncnc2)cs1 (stereo not given)	0.8%	-9.8%	·	i	-24.6	1.8%	·	5.8%	·
CCCNS(=O)(=O)c1ccc(NC(=O)Cc2cccs2)cc1	-0.5%	-9.1%	-4.6%	i	-13.4	11.9%	1.0%	-13.3%	9.0%
CC(C)(C)C(=O)Nc1ccc2c(c1)-c1cc(NC(=O)C(C)(C)C)ccc1C2	-0.5%	-1.1%	1.9%	i	10.1	3.6%	3.5%	12.1%	0.2%
CC(=O)n1nc(-c2ccccc2)nc1NCc1ccc(N(C)C)cc1	6.0%	-1.1%	-2.0%	i	20.7	69.4%[activator]	-4.5%	-0.1%	?
Oc1ccc2ccccc2c1CN1CCN(c2ccccc2)CC1	0.0%	1.3%	10.7%	i	4.0	2.3%	-3.6%	-7.8%	4.7%
CS(=O)(=O)N1CCN(c2ccccc2NC(=O)c2ccc(Br)o2)CC1	-0.7%	-23.3%	?	i	?	-35.8%	0.1%[1.84 µM]	-21.2%	?
Cc1ccc(CCNC(=O)C2CCCN(C(=O)N(C)C)C2)cc1 (stereo not given)	-0.3%	6.0%	4.3%	i	11.3	11.7%	3.4%	4.0%	12.9%
CCOC(=O)[C@@H]1[C@H]2COc3cc(OC)ccc3[C@@H]2N2C(=O)N(c3ccc(Br)cc3)C(=O)[C@@]12C	-0.9%	0.1%	27.9%	?	-1.3	-9.5%	-7.8%	1.1%	6.0%
COc1ccccc1C1CC(=O)n2c(nc(-c3ccccc3)c2-c2ccccc2)S1 (stereo not given)	1.4%	2.6%	0.8%	i	-4.5	4.3%	11.1%	-6.9%	6.6%
Cc1nc(-c2cccc(S(=O)(=O)N3CCC(C)CC3)c2)cs1	0.3%	3.9%	-2.0%	i	10.7	-2.0%	-5.0%	?	-4.0%
CC(C)(Cc1nc2ccccc2[nH]1)c1nc2ccccc2[nH]1	0.0%	0.6%	·	i	-5.9	·	·	-6.7%	·
COC(=O)C(C)(C)ONC(=O)Nc1ccccc1Cl	0.3%	-4.5%	-4.8%	i	43.4	3.3%	-7.3%	0.3%	-1.2%
CC(=O)OCC(NC(=O)C(Cc1ccccc1)NC(=O)OC(C)(C)C)C1OC(n2cc(F)c(=O)[nH]c2=O)C(OC(C)=O)C1OC(C)=O (stereo not given)	·	4.5%	·	·	·	·	2.0%	-1.1%	7.6%
C=CCN(CC=C)C(=O)Cc1ccc(F)cc1	-0.6%	5.8%	2.6%	i	-0.3	-2.6%	12.5%	-12.9%	-8.4%

Other structures:
SMILES	Nrf2 activator	HepG2 viability	MCF10A rerep	S2 tox	IL-1B inflam inh	ATXN2 expr inh	A549 tox	TGFb inhibitor	Nrf2 block
CCS(=O)(=O)N1CC(=O)N(c2cc(Cl)ccc2C)C(C)(C(=O)NC2CCCCCC2)C1 (stereo not given)	0.3%	-3.9%	·	·	·	·	10.1%	0.0%	7.0%
Cc1cc(Br)ccc1OCC(=O)NC1CCCC1	-0.5%	-0.5%	1.1%	i	-10.6	-7.5%	8.5%	-21.0%	?
COC(=O)CCSCC(=O)N1N=C(c2ccc(Br)cc2)CC1c1cccc(OC)c1OC (stereo not given)	-0.2%	-3.3%	4.3%	i	15.1	-17.9%	1.7%	-0.7%	?
COc1ccccc1CNC(=O)CC1N=C2c3ccccc3N=C(SCC(=O)Nc3ccc(F)cc3)N2C1=O (stereo not given)	4.4%	-29.7%	·	i	·	1.5%	-6.5%	-25.3%	·
O=C(CSc1ncccn1)NCc1ccccc1Cl	0.5%	-14.9%	3.5%	i	-0.5	22.7%	3.3%	-3.9%	?
CC(=O)C12CCCCC1CC1C3CC(C)C4(O)CC(=O)CCC4(C)C3CCC12C (stereo not given)	-0.8%	-9.5%	21.9%	i	12.3	-36.1%	5.5%	-2.4%	?
COc1ccc(S(=O)(=O)c2c(O)c3ccc(C(=O)Nc4ccccc4)cc3[nH]c2=O)cc1	-0.7%&-1.0%	0.3%&10.1%	-0.1%	i	-15.6	6.7%&3.4%	2.3%&3.9%	16.1%&0.9%	10.4%
COc1cccc(-c2ccc(-c3noc(-c4ccccc4F)n3)c(OC)n2)c1	-0.7%	4.3%	?	i	-7.6	24.8%	-15.1%	0.5%	-6.7%
CC(=O)N1c2ccc(S(=O)(=O)N3CCCCCC3)cc2CC1C(=O)NCc1ccccc1 (stereo not given)	-0.5%	-0.2%	·	i	·	-0.7%	18.0%	-22.4%	·
CC(C)(C)OC(=O)N(Cc1ccccc1)Cc1ccc(OCc2cccc(NC(=O)c3ccccc3)c2)cc1	4.8%	-11.8%	14.3%	i	9.5	1.1%	-2.9%	13.7%	-19.1%
CC(C)(C)c1cc(CCC(=O)NCC2CCCO2)cc(C(C)(C)C)c1O (stereo not given)	0.1%	-7.6%	0.3%	i	0.0	1.9%	0.2%	-11.1%	-18.2%
O=C(NCC1CCCCC1)c1cc(S(=O)(=O)N2CCCCC2)ccc1N1CCOCC1	0.5%	3.0%	1.8%	i	-0.3	-8.6%	-0.3%	-1.0%	-13.3%
Cc1cc(NC(=O)Nc2cccc(Cl)c2)no1	4.4%	-9.6%	·	i	-7.5	·	·	-19.3%	·
Cc1cc(C)c2c3c(c(-c4ccccc4)n2n1)c(=O)n(C)c(=O)n3C	-0.1%	-4.7%	-4.3%	i	30.9	-8.8%	-3.2%	-2.4%	2.8%
Cc1nnc(NC(=O)C2CCN(c3cnccn3)CC2)s1	-0.8%	-17.1%	-0.1%	i	14.3	10.5%	1.0%	-12.3%	11.0%
COc1ccc(C(C)=O)cc1COc1ccccc1[N+](=O)[O-]	?	-7.1%	-0.2%	i	-8.2	-16.5%[11.3 µM]	0.4%	-11.2%	7.3%
C=C(C)CN(CC)C(=O)CSc1nc2ncc(Cl)cc2[nH]1	0.4%	-16.3%	3.1%	i	-2.3	5.9%	3.4%	1.2%	-13.0%
COc1ccc(Cl)cc1NC(=O)C1CCCN(c2ncnc3c2nc2n3CCCCC2)C1 (stereo not given)	0.4%	-10.2%	12.5%	i	31.3	-12.9%	-3.1%	4.2%	-1.8%
CCOc1ccc(CCNC(=O)CSCC(=O)Nc2ccc(OC)cc2)cc1OCC	0.4%	-27.7%	0.2%	i	30.6	·	-9.5%	0.9%	5.5%
CCOC(=O)C1CCCN(C(=O)c2cc3c(=O)[nH]c4ccc(C)cc4c3s2)C1 (stereo not given)	-0.9%	5.7%	·	i	·	10.0%	-2.9%	-8.0%	8.1%

An excerpt of these results, bar-delimited.
molecule | Nrf2 activator | HepG2 viability | MCF10A rerep | S2 tox | IL-1B inflam inh | ATXN2 expr inh | A549 tox | TGFb inhibitor | Nrf2 block
COc1cccc(-c2ccc(-c3noc(-c4ccccc4F)n3)c(OC)n2)c1 | -0.7% | 4.3% | ? | i | -7.6 | 24.8% | -15.1% | 0.5% | -6.7%
CC(=O)N1c2ccc(S(=O)(=O)N3CCCCCC3)cc2CC1C(=O)NCc1ccccc1 (stereo not given) | -0.5% | -0.2% | · | i | · | -0.7% | 18.0% | -22.4% | ·
CC(C)(C)OC(=O)N(Cc1ccccc1)Cc1ccc(OCc2cccc(NC(=O)c3ccccc3)c2)cc1 | 4.8% | -11.8% | 14.3% | i | 9.5 | 1.1% | -2.9% | 13.7% | -19.1%
CC(C)(C)c1cc(CCC(=O)NCC2CCCO2)cc(C(C)(C)C)c1O (stereo not given) | 0.1% | -7.6% | 0.3% | i | 0.0 | 1.9% | 0.2% | -11.1% | -18.2%
O=C(NCC1CCCCC1)c1cc(S(=O)(=O)N2CCCCC2)ccc1N1CCOCC1 | 0.5% | 3.0% | 1.8% | i | -0.3 | -8.6% | -0.3% | -1.0% | -13.3%
